# NR2F2 inh: inhibitors of human COUP-TFII (NR2F2). 0.7% of 370,000 active. HEK293T NGFI-A luciferase reporter, luminescence. inhibition, % at 8.6 µM;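 active = inhibition above a per-plate cutoff, mean inhibition of test wells between control levels plus 3 SD, cut at about 38% in these data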;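 also: cells cotransfected with COUP-TFII expression vector driving the NGFI-A reporter; 0% = median of COUP-TF2 test wells and 100% = reporter-only cells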
# CF NFkB inh: inhibitors of cystic fibrosis induced NF-kB; KKLEB NF-kB-GFP reporter, PAF-induced, GFP fluorescence overnight; inhibition, % at 5 µM; 0.86% of 360,000 active;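 active = at least 50% inhibition at 5 µM, scaled per plate between neutral and stimulator controls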;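 also: PAF is a Pseudomonas aeruginosa culture filtrate used as stimulus; plate controls were PAF-stimulated DMSO wells for no effect and unstimulated DMSO wells for full effect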
# TROY NFkB inh: inhibitors of TROY-dependent NF-kB signaling; Q293 LMP1-TROYcd NF-kB luciferase reporter, 4 h; inhibition, % at 10 µM; 0.98% of 360,000 active; AID 1347056;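 active = compounds whose plate-normalised and pattern-corrected inhibition of the luciferase reporter signal at the single screening dose is 50% or more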
# SRC3 inh: inhibitors of human steroid receptor coactivator 3 (SRC3); Q9Y6Q9; HEK293 GAL4-SRC3 luciferase reporter, luminescence; inhibition, % at 3.6 µM; 0.17% of 360,000 active;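 active = inhibition above a per-campaign cutoff, the mean of all compounds plus 3 SD, cut at about 60% in these data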;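 also: 0% = DMSO-treated cells and 100% = gossypol-treated cells at 36 µM; higher means less SRC3-driven luciferase light from the GAL4 reporter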
# TWEAK Fn14 block: TWEAK-Fn14 signaling inhibition; TWEAK-stimulated Fn14 reporter cells, luciferase luminescence, 8 h; inhibition, % at 10 µM; 2% of 360,000 active; AID 1159606; in the data active = inhibition above about 50%
# KKLEB cytotox: CF airway cell cytotoxicity counter-screen; KKLEB CF airway cells viability, ATPlite luminescence, overnight; stronger effect = lower value; cells stimulated with P. aeruginosa culture filtrate; activity change (cytotoxicity), % at 5 µM; 0.36% of 360,000 active; AID 602141;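 active = corrected activity change at or below -50% at 5 µM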
# C8 TRAIL sens: caspase-8 TRAIL sensitization; NB7+C8 cells + TRAIL, ATPlite viability luminescence; inhibition (viability loss, TRAIL sensitization), % at 10 µM; 1% of 360,000 active;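 active = compounds causing at least 50% loss of cell viability in the single-dose screen, relative to plate controls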
# NCOA1 inh: inhibits human SRC1 coactivator; Q15788; HEK293 GAL4-SRC1 luciferase reporter, luminescence; inhibition, % at 3.6 µM; 0.12% of 360,000 active;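 active = inhibition above the campaign mean plus 3 SD, with each screening campaign given its own cutoff, cut at about 60% in these data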;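 also: 0% = DMSO treated cells and 100% = gossypol at 36 µM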
# Target sequence (Q15788 whole entry, looked up, the tested form may be a part): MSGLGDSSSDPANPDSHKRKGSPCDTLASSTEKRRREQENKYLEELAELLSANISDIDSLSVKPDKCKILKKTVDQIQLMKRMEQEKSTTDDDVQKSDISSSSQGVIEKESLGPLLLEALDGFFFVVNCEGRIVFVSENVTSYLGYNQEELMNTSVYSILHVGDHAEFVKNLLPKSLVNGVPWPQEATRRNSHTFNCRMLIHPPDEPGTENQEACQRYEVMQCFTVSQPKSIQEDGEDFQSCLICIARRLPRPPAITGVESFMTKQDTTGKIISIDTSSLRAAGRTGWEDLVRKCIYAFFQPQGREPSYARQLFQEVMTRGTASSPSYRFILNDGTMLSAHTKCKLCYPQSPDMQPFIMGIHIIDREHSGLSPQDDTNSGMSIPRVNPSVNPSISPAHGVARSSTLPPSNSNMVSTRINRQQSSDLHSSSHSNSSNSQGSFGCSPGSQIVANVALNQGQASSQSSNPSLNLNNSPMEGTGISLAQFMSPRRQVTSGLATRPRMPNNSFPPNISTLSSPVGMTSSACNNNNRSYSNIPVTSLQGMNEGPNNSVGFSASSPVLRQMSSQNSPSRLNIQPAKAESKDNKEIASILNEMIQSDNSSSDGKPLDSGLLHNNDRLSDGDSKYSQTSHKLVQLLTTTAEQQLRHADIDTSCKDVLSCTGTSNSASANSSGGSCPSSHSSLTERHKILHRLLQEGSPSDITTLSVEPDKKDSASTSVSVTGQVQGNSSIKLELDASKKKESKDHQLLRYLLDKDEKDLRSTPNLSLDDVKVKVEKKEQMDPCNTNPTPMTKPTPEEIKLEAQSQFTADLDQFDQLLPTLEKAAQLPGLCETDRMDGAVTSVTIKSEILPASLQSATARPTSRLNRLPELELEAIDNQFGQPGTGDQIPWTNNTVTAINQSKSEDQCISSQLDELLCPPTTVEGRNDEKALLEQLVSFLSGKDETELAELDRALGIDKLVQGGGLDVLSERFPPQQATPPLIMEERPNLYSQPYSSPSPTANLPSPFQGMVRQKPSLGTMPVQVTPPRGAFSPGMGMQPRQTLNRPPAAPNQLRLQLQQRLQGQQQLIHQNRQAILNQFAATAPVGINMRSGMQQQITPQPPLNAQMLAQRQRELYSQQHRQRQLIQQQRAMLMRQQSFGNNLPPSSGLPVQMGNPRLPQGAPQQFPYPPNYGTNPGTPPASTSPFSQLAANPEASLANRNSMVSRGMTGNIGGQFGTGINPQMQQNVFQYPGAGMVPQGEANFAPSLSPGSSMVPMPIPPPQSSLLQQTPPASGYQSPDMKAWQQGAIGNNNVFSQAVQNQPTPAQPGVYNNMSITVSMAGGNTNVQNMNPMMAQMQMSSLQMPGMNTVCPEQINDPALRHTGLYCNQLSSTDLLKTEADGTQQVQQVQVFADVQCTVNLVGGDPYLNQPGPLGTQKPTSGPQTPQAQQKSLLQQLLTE
# NCOA2 inhibitor: inhibits human steroid receptor coactivator 2; HEK293 GAL4-SRC2 luciferase reporter, luminescence; AID 651957; 0.17% of 370,000 active; Q15596; inhibition, % at 9 µM;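 active = inhibition above the mean inhibition of all tested compounds plus 3 SD, set per campaign, cut at about 52% in these data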;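 also: 0% = DMSO treated cells and 100% = cells given Gossypol at 36 µM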
# LRH-1 inv ag: inverse agonists of human LRH-1 (NR5A2); HEK293T StAR-luciferase reporter, LRH-1 transfected, 24 h; inhibition, % at 3.6 µM; 0.13% of 360,000 active;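 active = inhibition above the mean inhibition of all tested compounds plus 3 SD, cut at about 73% in these data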;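 also: 0% = DMSO wells and 100% = reporter-only cells lacking LRH-1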
# LMP1 NFkB inh: inhibitors of Epstein-Barr LMP1-induced NF-kappaB reporter; LMP1-induced NF-kappaB luciferase reporter cells, luminescence; inhibition, % at 12.5 µM; 0.69% of 350,000 active; in the data active = inhibition above about 41%;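 also: 0% = neutral control wells and 100% = reference inhibitor control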
# The depositor's hits bear a star; . = no result given.
SMILES,NR2F2 inh,CF NFkB inh,TROY NFkB inh,SRC3 inh,TWEAK Fn14 block,KKLEB cytotox,C8 TRAIL sens,NCOA1 inh,NCOA2 inhibitor,LRH-1 inv ag,LMP1 NFkB inh
CN(CCC1CCCCO1)C(=O)CCc1nnc(Cc2c[nH]c3ccccc23)o1 (stereo unspecified),-6,3,4,-6,-6,5,-2,-50,-7,3,-2
O=C(NCc1ccco1)C1CCCN(S(=O)(=O)Cc2ccccc2)C1 (stereo unspecified),3,-3,-20,-10,1,14,0,5,2,-18,-3
CC(C)n1nc(C(=O)Oc2ccc(Cl)cc2)c2ccccc2c1=O,4,36,35,21,51*,-6,-2,-8,9,2,2
CCCOc1ccc(NC2=CC(=O)CC(C)(C)C2)cc1,-3,0,-19,-19,3,3,14,-10,-14,5,-9
O=C(CCS(=O)(=O)c1ccc(Br)cc1)NC1CCCCCC1,-5,8,6,-1,-6,-4,4,5,-4,-11,1
Cc1[nH]nc(SCC(=O)NCc2ccc(Cl)cc2)c1[N+](=O)[O-],-11,8,22,17,8,9,12,-1,-1,-18,-6
CCN1C(=O)[C@H]2[C@H]3CN=C(SCc4ccc(Cl)cc4)N3[C@@](Cc3ccccc3)(C(=O)OC)[C@H]2C1=O,18,-24,4,-21,8,8,5,8,-3,13,-4
O=C(Cc1c[nH]c2ccccc12)NC1(C(=O)NC2CCCC2)CCCCC1,1,-10,17,13,-11,1,-26,-8,3,16,-14
COc1cc(OC)c(NC(=O)CCc2nc(-c3cccs3)no2)cc1Cl,-13,7,23,-2,13,0,-6,-6,10,-7,-14
CC1(C(=O)Nc2ccccc2Br)CCN1C(=O)Cc1ccc(Cl)cc1Cl (stereo unspecified),4,0,12,-10,2,8,-10,-1,20,26,.
O=S(=O)(NCc1ccncc1)c1ccccc1,23,-6,15,3,13,0,3,0,5,13,14
O=C(COc1ccc2c(-c3ccccc3)cc(=O)oc2c1)NCCCN1CCOCC1,-13,-5,-14,-48,-21,1,6,-77,-18,19,-7
COc1ccc(NC(=O)COC(=O)c2ccc3ccccc3n2)cc1OC,3,-4,-8,13,2,-1,1,-23,-21,4,-2
N=c1c(C(=O)NCCc2ccccc2)cc2c(=O)n3ccccc3nc2n1CC1CCCO1 (stereo unspecified),-14,-1,-2,18,-14,-9,1,18,-6,10,-4
O=C(CN(c1ccc2c(c1)OCCO2)S(=O)(=O)c1ccccc1)Nc1ccc2c(c1)OCO2,1,0,-3,2,25,-6,15,-8,-14,-7,7
Cc1ccnc(Cc2ccccc2)n1,-18,-6,-3,5,5,-3,4,-1,7,-5,-10
Cc1cc(C)cc(N2C(=O)CC(Cn3nc(C)cc3C)C2=O)c1 (stereo unspecified),0,10,-17,18,-9,1,-4,12,-14,-6,.
CCN1C(=O)c2cccc3c(NC(=O)c4ccc5c(c4)OCCO5)ccc1c23,-32,-9,-21,2,-25,-16,-2,-7,-23,8,-9
CC(=O)N1CCCC(C)(C(=O)Nc2ccc3nc(C)ccc3c2)C1 (stereo unspecified),-9,-5,15,-16,-4,5,-4,3,-11,2,.
COc1ccc(C(=O)N2CCN(S(=O)(=O)c3ccc(F)cc3)CC2)cc1OC,0,4,-19,9,-8,2,-6,-4,22,6,-15
N#Cc1c(N)nc(N2CCCC2)c(C#N)c1-c1ccc(Cl)cc1,-10,9,-33,19,-23,-18,8,-8,18,11,12
O=C(c1ccc(Cl)cc1)N(c1ccccn1)C1CCCCC1,15,7,-6,0,6,-7,7,-4,2,14,-7
Cc1cccc(-n2c(Cc3cc(=O)[nH]c(=O)[nH]3)nnc2SCC(=O)N2CCCCC2)c1,-12,6,-10,-15,2,-12,-3,5,11,14,-3
C=CCN(CC=C)Cc1cc(=O)oc2cc(C)cc(C)c12,1,-7,-6,-11,-5,-4,-11,-5,-9,-17,.
CC1CC=C(O)C12OCC(C)(C)CO2 (stereo unspecified),-2,-26,-2,-15,6,-14,-13,-8,8,0,-4

# More structures.
SMILES,NR2F2 inh,CF NFkB inh,TROY NFkB inh,SRC3 inh,TWEAK Fn14 block,KKLEB cytotox,C8 TRAIL sens,NCOA1 inh,NCOA2 inhibitor,LRH-1 inv ag,LMP1 NFkB inh
CCOC(=O)C1CCN(C(=O)C2(NC(=O)Nc3ccc(F)cc3F)CCCCC2)CC1,-4,1,-1,4,1,7,6,-19,-16,-6,-16
CC1(c2ccccc2)NC(=O)N(CC(=O)Nc2ccc3c(c2)CCC3)C1=O (stereo unspecified),9,-17,-2,-5,-10,3,-3,-7,8,8,-10
CSc1ccc(C(=O)C2CCCN(C(=O)c3cc(C)n(C)n3)C2)cc1 (stereo unspecified),-2,-25,-16,11,-8,8,-9,4,-5,8,11
CCOC(=O)c1ccc(NC(=O)COc2ccccc2CNCCc2ccccc2)cc1,-2,18,-3,26,-14,-18,8,-6,-2,10,-55
COc1ccc(SCCc2nnc(-c3ccccc3)o2)cc1,4,-33,-5,-12,10,14,-2,-4,-6,4,-9
Cc1ccc2nc(C3CCCN3Cc3nc(CCC(C)C)no3)[nH]c2c1 (stereo unspecified),5,-13,14,4,0,0,24,0,-28,15,-7
O=C(O)c1cccc(CSc2nnc(-c3ccc(Cl)cc3)o2)c1,40*,-9,11,0,37,5,1,-4,55*,-2,3
Cc1nnc(Sc2cc(C(=O)NCc3ccco3)c3ccccc3n2)s1,-14,-18,-23,-5,18,8,-5,-14,0,-13,3
CC(=O)c1ccc(Sc2nnnn2-c2ccccc2)c([N+](=O)[O-])c1,-45,76*,37,40,98*,-32,16,-3,8,-8,-15
Cc1cc(Cl)ccc1NC(=O)Cn1cncn1,-18,-2,-4,11,12,7,-6,-1,-4,-4,-6
C/C(=N\NC(=O)C1CC1)c1ccc(C)c(C)c1,-1,7,-7,-26,3,-2,-1,-7,-13,-21,-2
CC(=O)c1cccc(NC(=O)/C=C/c2ccc([N+](=O)[O-])s2)c1,5,-20,31,-46,84*,-12,10,-41,-5,-8,-90
O=[N+]([O-])c1ccc(CN2CCN(c3ccc(Cl)cc3)CC2)o1,-4,-8,1,-9,-28,7,4,-2,-12,7,-8
Cc1ccnc(NC(=O)CCc2c(C)nc3ncnn3c2C)c1,16,-13,-16,-19,10,11,-7,-7,-14,8,-6
CSc1ccc(Cl)c(C(=O)NC2CCCC2)c1,6,1,9,2,-8,-2,-2,4,-35,1,-9
Cc1nnc(SCC(=O)NC2CCCCC2)s1,4,0,-1,-9,0,-3,-5,-4,2,-7,7
COc1ccc(C2NC(=O)C(=O)/C2=C(\O)c2ccc(Cl)cc2)cc1OC (stereo unspecified),18,3,-4,5,9,6,-4,-7,-5,-5,2
Cc1cc([N+](=O)[O-])ccc1NS(=O)(=O)c1ccccc1,-2,10,14,-21,10,21,-3,10,7,-4,3
O=C1NC[C@@H](CCCCN2C[C@H](Cc3ccccc3)N(CCc3ccc(O)cc3)C(=O)C2=O)N(Cc2ccccc2)C1=O,0,.,-12,.,7,.,1,.,-33,-15,.
COc1ccc(-c2cc(C)no2)cc1S(=O)(=O)Nc1cccc(CN2CCCC2)c1,-1,9,2,0,14,3,-12,19,-5,3,2
O=C(Nc1cc(C(F)(F)F)ccc1Cl)c1cc2nc3c(c(C(F)(F)F)n2n1)CCCC3,13,19,79*,0,77*,-12,12,1,13,6,-28
CCN(CC(=O)Nc1ccc(C#N)cc1)CC(=O)Nc1ccc2c(c1)OCCO2,6,-13,34,2,-6,6,-12,1,-7,1,0
O=[N+]([O-])c1ccc(N2CCN(CCO)CC2)cc1Sc1nc2ccccc2[nH]1,-4,-5,3,-29,-22,6,3,0,-11,5,-12
CC#CCCCC(=O)Nc1ccc(C(=O)O)cc1,12,0,3,7,-2,-5,-15,-21,-14,12,1
CSc1cccc(NC(=S)N(CCCN2CCCC(C)C2)Cc2cccs2)c1 (stereo unspecified),3,18,-3,10,-15,-18,19,0,-13,-6,18

# The list goes on:
SMILES,NR2F2 inh,CF NFkB inh,TROY NFkB inh,SRC3 inh,TWEAK Fn14 block,KKLEB cytotox,C8 TRAIL sens,NCOA1 inh,NCOA2 inhibitor,LRH-1 inv ag,LMP1 NFkB inh
CCCCN(C)C(=O)Cn1nc(Cc2ccncc2)c2ccccc2c1=O,-4,-20,10,0,1,11,-8,-15,-7,-2,3
CCOC(=O)c1c(-c2ccc(C)o2)csc1NC(=S)NC(=O)c1ccccc1Br,10,-2,19,2,34,-5,1,14,8,-11,11
Cc1cccc(NC(=O)C2CCN(C(=O)c3ccc(Cl)cc3)CC2)n1,-4,-13,-8,-3,7,-1,2,-1,10,-5,-2
COc1cc(C(=O)NCCSc2ccc(Br)cc2)cc(OC)c1OC,15,-12,1,2,-2,-5,-13,-15,0,-10,-4
CCOC(=O)c1c(NC(=O)CSc2nnc(-c3c[nH]c4ccccc34)n2CC)sc2c1CCCC2,8,7,10,10,42,3,-2,7,3,-6,7
Cc1cc(Cl)ccc1C(=O)C1CCCN(C(=O)c2cccc(N3CCCC3=O)c2)C1 (stereo unspecified),-2,9,1,18,12,-3,-6,-14,-28,-2,1
O=C(Nc1ccc(O)cc1)c1ccc(NC(=O)C2CCCO2)cc1 (stereo unspecified),-13,23,-11,-11,-19,-10,19,-19,-4,-26,-13
Clc1cccc(CNc2ccn3nc(-c4cccc(OCc5ccccc5)c4)cc3n2)c1,-10,38,-12,4,-10,-23,9,-3,-7,-28,.
c1ccc(-c2cnnc(N3CCOCC3)n2)cc1,-38,1,25,-14,-21,-2,16,-24,-41,-26,1
CCOC(=O)C(/C=C(\C#N)C(=O)OCC)=C(/N)N1CCN(c2ccc(OC)cc2)CC1,-2,-3,5,1,-2,-20,1,0,4,-30,-3
Cc1ccc(NC(=O)COc2ccccc2)cc1S(=O)(=O)N1CCCCC1,12,4,12,-16,27,12,-3,-13,-9,-7,-1
CCCCNC(=S)N/N=C/c1ccc(OCC(=O)Nc2c(C)cc(C)cc2C)c(OC)c1,11,-2,22,5,-34,2,4,-6,-13,-34,13
Cc1ccnc(-n2c(CCN3C(=O)c4ccccc4C3=O)nc3ccccc3c2=O)c1,-27,-4,7,-1,10,-7,2,7,-38,8,-7
Cc1ncoc1C(=O)N1CCc2c([nH]c3ccccc23)C1C1CCCCC1 (stereo unspecified),-28,-14,-33,-25,-7,0,9,-22,-29,-16,-23
Cc1cc(OCC(=O)Nn2cnnc2)ccc1Br,.,6,-12,2,6,1,-8,-9,.,6,2
CC1CCCCC1NC(=O)NC(=O)COC(=O)c1nccnc1N (stereo unspecified),-2,-16,9,12,4,11,-23,-6,4,8,2
CN(CC(=O)Nc1ccc(F)cc1)C(=O)c1ccc(OCc2cn3ccccc3n2)cc1,-11,10,-23,-22,5,-1,7,-27,-15,-16,4
OC(COc1ccc(F)cc1Cl)CN1CCc2ccccc2C1 (stereo unspecified),6,-13,-31,10,5,8,-10,8,-1,-5,5
Cc1cc(C)cc(Oc2coc3cc(OC(=O)c4cccs4)ccc3c2=O)c1,6,-10,-2,9,-4,2,-14,-12,7,-15,11
CC(C)C[C@H]1CNC(=O)C(=O)N1C[C@@H]1CCCN1C[C@H](Cc1ccccc1)N1C[C@H](Cc2ccccc2)N(CC2CCCCC2)C(=O)C1=O,-5,.,13,.,-17,.,11,.,-6,8,.
